ERG-DNA inh = inhibitors of human ERG Ets domain-DNA interaction; P11308; fluorescence polarization, His-ERG Ets domain / labelled DNA; Potency, µM (titrated, usually from 76.9 µM), without a hit: at the top dose FP activity, negative = inhibition, most hits filed as inhibitors; hit rate 0.028% among 370,000; active = well fitted inhibition curve with a large enough effect in the polarisation, with a control signal flat; inconclusive = small, poorly fitted or top-dose-only effect, or effect the other way, or a change in a side signal; inactive = no such curve, though single readings can be large or run the other way; the % refers to the polarisation;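 also: polarization taken with two DNA probes labelled with fluorescein and Texas red; potency is read from the fitted curve at half-maximal effect; % of control where 0% means no effect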
Target sequence (P11308 whole entry, looked up, the tested form may be a part): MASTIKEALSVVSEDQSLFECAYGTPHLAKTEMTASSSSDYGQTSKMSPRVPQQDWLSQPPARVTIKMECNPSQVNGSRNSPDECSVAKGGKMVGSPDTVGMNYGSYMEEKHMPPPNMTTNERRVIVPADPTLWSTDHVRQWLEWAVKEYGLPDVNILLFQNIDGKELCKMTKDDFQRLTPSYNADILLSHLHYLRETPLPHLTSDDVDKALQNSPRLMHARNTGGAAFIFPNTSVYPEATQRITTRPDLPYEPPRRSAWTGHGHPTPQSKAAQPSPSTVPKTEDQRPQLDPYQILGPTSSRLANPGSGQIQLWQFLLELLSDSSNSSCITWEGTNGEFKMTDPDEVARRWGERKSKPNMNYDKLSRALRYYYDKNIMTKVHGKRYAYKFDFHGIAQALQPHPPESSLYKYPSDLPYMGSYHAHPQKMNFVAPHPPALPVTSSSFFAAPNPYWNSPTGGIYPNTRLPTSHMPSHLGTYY
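His-tagged ERG Ets domain (1 uM in the protein solution; 300mM KCl, 50mM Tris-HCl, 1mM EDTA, 1mM DTT, pH 7.5) received compound, then a probe mix of 5 nM fluorescein-DNA and 100nM Texas-615-DNA. Fluorescence polarization was read for both dyes.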
12-LOX inh = blocks human arachidonate 12S-lipoxygenase. P18054. purified 12hLO, xylenol orange hydroperoxide absorbance. Potency, µM (top dose mostly 108 µM), inactives show at the top dose activity change, negative = inhibition, usual class: inhibitors. hit rate 1.1% among 580,000. AID 1671190; also: potency is read from the fitted curve at half-maximal effect; % is scaled to controls: 0 for no effect and ±100 for the full control effect
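Hydroperoxide product was detected by ferrous iron/xylenol orange as the 573 to 405 nm absorbance ratio. Arachidonic acid at 40 uM (final) was turned over for 30 min at room temperature by 150 nM human 12hLO, pH 7.0 Hepes buffer, after 15 min compound preincubation.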
POLH inh = blocks human DNA polymerase eta activity; hit rate 1.2% among 390,000; Potency, µM (top dose mostly 114 µM), inactives show at the highest dose activity change, negative = inhibition, hits mostly inhibitors; recombinant Pol eta, fluorescent DNA replication assay; Q9Y253; also: potency is read from the fitted curve at half-maximal effect; % is scaled to controls: 0 for no effect and ±100 for the full control effect
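Fluorescent replication assay: 50 nM final substrate added after a 15 min room-temperature compound preincubation with 10 nM enzyme. Signal taken at 0 min and again at 10 min.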
LDHA inh = LDHA (human) enzyme inhibition; P00338; purified LDHA, NADH/diaphorase-resazurin fluorescence; hits give low values; activity change, % (values are at about 110 or 230 µM); hit rate 0.15% among 480,000; in the data active = activity change below about -30%; inconclusive = mostly about -25% to -30%;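 also: plate controls were DMSO wells for no effect and wells without enzyme for full effect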
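Human LDH5 (2 nM) was incubated with 0.06 mM NADH and 0.2 mM pyruvate for 5 min at room temperature in Tris pH 7.4. Remaining NADH was coupled through diaphorase/resazurin, and resorufin fluorescence was read at 0 and 20 min.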
POLB inh = blocks human DNA polymerase beta activity; P06746; Pol beta primer extension/strand displacement, fluorescence kinetic; Potency, µM (highest dose often 114 µM), inactives show at the top dose activity change, negative = inhibition, actives largely listed as inhibitors; hit rate 1.3% among 340,000; also: potency is read from the fitted curve at half-maximal effect; % is scaled to controls: 0 for no effect and ±100 for the full control effect
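Enzyme-only controls used 10 nM Pol beta; buffer lacking enzyme served as negative control. Compound preincubated 15 min, then 50 nM substrate added; 0 and 10 min reads at room temperature.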
RGS4 inh = blocks human RGS4-accelerated GTP hydrolysis; hit rate 0.039% among 390,000; Transcreener GDP fluorescence polarization, RGS4-accelerated GTP hydrolysis; Potency, µM (doses to about 114 µM), without a hit: at the top dose activity change, negative = inhibition, hits mostly inhibitors; P49798; also: potency is read from the fitted curve at half-maximal effect; % is scaled to controls: 0 for no effect and ±100 for the full control effect; nearly all actives have a fitted effect of over 75% in size; some results filed as inactive show a strong effect at the top dose
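MLSMR compounds (23 nl, pin-transferred) preincubated 10 min at room temperature with a 500nM (2x) first reagent, then RGS4 at 900nM (2x) plus Transcreener GDP mix added; fluorescence polarization (620/688 nm) read before and after 90 min at 30 °C.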
APEX1 inh = APE1 (human) endonuclease inhibition; P27695; recombinant APE1, TAMRA/BHQ-2 abasic DNA cleavage fluorescence; Potency, µM (titrated, usually from 65.8 µM), without a hit: at the highest dose activity change, negative = inhibition, most hits filed as inhibitors; hit rate 0.35% among 350,000; AID 2517;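 also: potency is read from the fitted curve at half-maximal effect; plate controls were vehicle for no effect and reference inhibitor for full effect; nearly all actives have a fitted effect of over 55% in size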
Target sequence (P27695 whole entry, looked up): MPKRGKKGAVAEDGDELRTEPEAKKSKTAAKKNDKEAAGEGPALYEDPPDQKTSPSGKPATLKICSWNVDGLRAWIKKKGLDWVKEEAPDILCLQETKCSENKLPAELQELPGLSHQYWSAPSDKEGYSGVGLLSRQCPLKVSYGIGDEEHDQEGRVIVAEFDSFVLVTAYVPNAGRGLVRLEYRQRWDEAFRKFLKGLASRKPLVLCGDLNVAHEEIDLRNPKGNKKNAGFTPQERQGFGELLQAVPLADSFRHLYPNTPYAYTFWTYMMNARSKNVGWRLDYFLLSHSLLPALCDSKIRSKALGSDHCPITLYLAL
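Compound pre-exposure to 0.75 nM APE1, 15 min at ambient temperature. Reaction initiated with 50 nM TAMRA/BHQ-2 THF substrate, read immediately in kinetic mode, 525 nm excitation, 598 nm emission.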
Apoferritin bind = binds horse apoferritin like a general anesthetic; P02791; apoferritin/1-aminoanthracene competitive binding, fluorescence; Potency, µM (titrated, usually from 77.5 µM), for the others: at the highest dose activity change, negative = displacement, actives largely listed as inhibitors; hit rate 0.074% among 350,000; also: potency is read from the fitted curve at half-maximal effect; % is scaled to controls: 0 for no effect and ±100 for the full control effect; nearly all actives have a fitted effect of over 20% in size
Target sequence (P02791 2-175 limits assumed): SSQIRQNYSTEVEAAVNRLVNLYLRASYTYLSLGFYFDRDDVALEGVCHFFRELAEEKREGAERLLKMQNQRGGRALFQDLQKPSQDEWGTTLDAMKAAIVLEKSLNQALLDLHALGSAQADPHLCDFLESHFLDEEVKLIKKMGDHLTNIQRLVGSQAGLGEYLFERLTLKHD
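Concentration-response curves derived by four-parameter Hill fitting of normalized fluorescence, where compounds displaced 1-AMA from 10 uM horse apoferritin following a brief 10 min room-temperature incubation; propofol titration acted as positive control.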
Pol kappa inh = DNA polymerase kappa (human) inhibition; purified Pol kappa, fluorescent DNA synthesis assay, 10 min; Potency, µM (highest dose often 107 µM), for the others: at the top dose activity, negative = inhibition, most hits filed as inhibitors; hit rate 0.53% among 400,000; also: potency is read from the fitted curve at half-maximal effect; % is scaled to controls: 0 for no effect and ±100 for the full control effect
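Pol kappa 10 nM + cpd, 15 min RT; start w/ substrate 50 nM final; fluorescence kinetic read, 0 and 10 min. Neg ctrl: buffer, no enzyme.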
An asterisk follows results filed as active; ? = inconclusive; . = no result given; & = joins results of further samples; [ ] = dose if it differs, or a comment. Unless noted, calls follow the shape of the dose curve; as a rule, active = well fitted curve in the direction sought with a large enough effect; inconclusive = small, poorly fitted or top-dose-only effect, or another doubt; inactive = no such curve, though single readings can be large; an effect the other way counts as inactive or inconclusive. A portion of the library; the hit share may differ from the screen's.

SMILES	ERG-DNA inh	12-LOX inh	POLH inh	LDHA inh	POLB inh	RGS4 inh	APEX1 inh	Apoferritin bind	Pol kappa inh
O=C1CSC(=S)N1CC1CCCO1 (stereo not given)	.	-8%	-4%	2	-3%	-12%	-4%	?	1%
COc1ccc(N=c2scc(-c3ccc(OC)cc3)n2CCO)cc1	2%	?	0%	1	-2%	-7%	1%	-17%	-15%
CCCCN(C)CCn1c(=S)[nH]c2ccc(N3CCOCC3)cc2c1=O	-3%	-4%	-11%	3	9%	-15%	2%	120%[activator]	-3%
CCCC(=O)N1c2ccccc2C(N(C(C)=O)c2ccccc2)CC1C (stereo not given)	10%	183%[activator]	-8%	-1	15%	21%	2%	-10%	-1%
O=[N+]([O-])c1ccc2c(c1)nnn2-c1ccccc1	-7%	0%	-3%	-12	15%	9%	12%	1%	-3%
CC(C)(C)C1CCc2c(sc(NC(=O)c3cccc(Cl)c3)c2C(=O)NCc2ccco2)C1 (stereo not given)	5%	-20%	-19%	-2	0%	-5%	.	45%[activator]	-3%
Cn1cnc2c(=O)oc3ccc(S(=O)(=O)N4CCN(c5ccccc5)CC4)cc3c21	6%	-63%	-3%	0	-2%	2%	.	0%	18%
COc1cccc(-n2nnc3c(=O)n(CC(=O)N4CCC(C)CC4)cnc32)c1	.	15%&9%	-9%	-1&-1	6%	29%	12%	7%	1%
CCC1=NN(C(=O)C(=O)Nc2ccccc2OC)C(O)(C(F)(F)F)C1 (stereo not given)	.	-24%	-5%	1	17%	-10%	1%	-14%	-1%
Cn1nc(-c2ccc(Cl)cc2)c2cc(C(=O)N3CCOCC3)sc21	-1%	1%	?	-5	0%	-9%	-8%	2%	-1%

Four records drawn at random from the list so far:
SMILES	ERG-DNA inh	12-LOX inh	POLH inh	LDHA inh	POLB inh	RGS4 inh	APEX1 inh	Apoferritin bind	Pol kappa inh
CCCC(=O)N1c2ccccc2C(N(C(C)=O)c2ccccc2)CC1C (stereo not given)	10%	183%[activator]	-8%	-1	15%	21%	2%	-10%	-1%
CCC1=NN(C(=O)C(=O)Nc2ccccc2OC)C(O)(C(F)(F)F)C1 (stereo not given)	.	-24%	-5%	1	17%	-10%	1%	-14%	-1%
CC(C)(C)C1CCc2c(sc(NC(=O)c3cccc(Cl)c3)c2C(=O)NCc2ccco2)C1 (stereo not given)	5%	-20%	-19%	-2	0%	-5%	.	45%[activator]	-3%
O=C1CSC(=S)N1CC1CCCO1 (stereo not given)	.	-8%	-4%	2	-3%	-12%	-4%	?	1%

Going on with the list.
SMILES	ERG-DNA inh	12-LOX inh	POLH inh	LDHA inh	POLB inh	RGS4 inh	APEX1 inh	Apoferritin bind	Pol kappa inh
CC1CCN(CCCNC(=O)c2ccc3c(=O)n(Cc4ccc(Cl)cc4)c(=S)[nH]c3c2)CC1	14%	?	-18%	1	4%	0%	14%	?	2%
CN(C)c1nc(Oc2ccc(=O)n(-c3ccccc3)n2)nc(N2CCOCC2)n1	-4%	-33%	-7%	2	26%	-3%	-2%	-14%	-1%
[O-][n+]1ccccc1SC/C=C/c1ccccc1	-6%	?	-18%	-5	-23%	11%	-4%	-10%	4%
CCN(CC(=O)Nc1c(F)cccc1F)C(=O)c1ccc(S(=O)(=O)N2CCCCCC2)cc1	5%	2%	?	-3	.	13%	24%	.	3%
CC1(c2nnc(Cc3ccccc3)o2)CC(c2ccc(F)cc2)=NO1 (stereo not given)	-1%	-13%	-21%	-1	.	-2%	.	.	0%
COc1ccc(C)cc1NC(=O)c1cnc2sccn2c1=O	.	2%	.	.	-26%	.	2%	-3%	.
CCCOC(=O)CC1C(=O)NCCN1Cc1ccccc1C (stereo not given)	-15%	-6%	-18%	2	.	17%	.	.	-5%
CC(C)(C)C1CCc2c(sc3nc(-c4cc5ccccc5oc4=O)[nH]c(=O)c23)C1 (stereo not given)	2%	3%	13%	-1	19%	8%	.	-14%	-8%
CCOc1cc(C#N)c(NC(=O)Cn2nnc(-c3ccc(C)cc3)n2)cc1OCC	0%	0%	-11%	0	13%	1%	.	3%	7%
O=C(CSc1nc(=O)n(Cc2cccnc2)c2c1CCC2)Nc1ccc(F)cc1F	-4%	-29%	-19%	-2	-25%	-8%	.	-8%	-1%[60.1 µM]
Clc1cccc(Cl)c1-c1noc(CN2CCOCC2)n1	-2%	79%[activator]	-12%	-10	7%	18%	2%	-15%	-3%
CCCS(=O)(=O)n1nc(-c2ccc(Br)cc2)cc1N	-14%	?	-16%	-6	22%	5%	-6%	-6%	-4%
Cc1ccc(SCCNS(=O)(=O)c2ccc(F)cc2)cc1	-6%	-8%	-2%	4	0%	-2%	-8%	1%	-2%
Cc1ccc(-n2cc(CNC(C)Cn3cncn3)c(-c3ccc(F)cc3)n2)cc1 (stereo not given)	-10%	-1%	-5%	1	-4%	9%	-2%	-11%	-4%
N/C(=N\OS(=O)(=O)c1ccc(Cl)cc1)c1cccnc1	-2%	-13%	-23%	0	33%	4%	24%	-6%	-8%
COc1cc(NC(=O)c2cc(C)no2)c(OC)cc1Cl	12%	17%	-6%	-1	2%	-10%	37%	41%[activator]	9%
O=c1oc2ccccc2c(Nc2ccc(F)cc2)c1[N+](=O)[O-]	9%	-8%	-21%	-9	5%	-1%[56.9 µM]	-2%	-17%	-6%
Cc1ccc(C)c(Oc2nnnn2-c2ccccc2)c1	-8%	0%	-7%	-4	10%	13%	5%	-7%	-1%
Cc1c(-c2cccc(NC(=O)C(C)(C)C)c2)nc2ncccn12	-1%	?	-2%	-6	-8%	9%	.	231%[activator]	-5%[60.1 µM]
CC(Oc1ccc(F)cc1)C(=O)Nc1cc(S(=O)(=O)N2CCOCC2)ccc1N1CCCCC1 (stereo not given)	4%	-15%	-14%	-2	.	-15%	36%	.	-4%
CC1(c2cnc(Nc3ccccc3)s2)CCC(=O)O1 (stereo not given)	-5%	?	-11%	-3	22%	-20%	1%	?	-16%
Cc1ccc(N2CCN(/N=C/C(Cl)=C/c3ccccc3)CC2)cc1	6%	-1%	-15%	-15	17%	-2%	2%	-1%	-5%
O=C(CNC(=O)C1CC(=O)N(c2cccc3ccccc23)C1)Nc1ccccc1Br (stereo not given)	-3%	1%	-10%	2	.	-1%	-4%	.	9%
CNc1ncnc2ccc(-c3ccccc3OC)cc12	.	-12%	.	.	.	.	0%	-4%	-1%[60.1 µM]
NC(=O)CSc1oc(-c2ccco2)nc1S(=O)(=O)c1ccc(F)cc1	11%	.	1%	-7	10%	-38%	18%	-5%	1%
COc1cccc(/C=C/C(=O)OCC(=O)c2ccc(C)c(C)c2)c1OC	-3%	3%	-12%	0	.	10%	-9%	.	-1%
Cc1nc2n(n1)C(c1ccccc1)C1=C(CC(c3ccco3)CC1=O)N2 (stereo not given)	5%	0%	3%	-1	16%	-17%	2%	-8%	-4%
O=C(NC(=S)Nc1cccc2[nH]ncc12)c1ccccc1	3%	-6%	-1%	2	8%	-31%	-3%	-6%	4%
Cc1ccc(C2c3[nH]c4ccccc4c3CCN2C(=O)c2cccc(C)c2)cc1 (stereo not given)	3%	-18%	-22%	-1	3%	-10%	.	-3%	-4%[60.1 µM]
CC(Sc1nnc(CNc2cccc3ccccc23)n1-c1ccccc1)C(=O)N/N=C/c1ccco1 (stereo not given)	-5%	-17%	4%	0	31%	-13%	-5%	-23%	-16%

2 of these compounds, reformatted.
Fields: ERG-DNA inh, 12-LOX inh, POLH inh, LDHA inh, POLB inh, RGS4 inh, APEX1 inh, Apoferritin bind, Pol kappa inh
CC(Sc1nnc(CNc2cccc3ccccc23)n1-c1ccccc1)C(=O)N/N=C/c1ccco1 (stereo not given)
    -5%, -17%, 4%, 0, 31%, -13%, -5%, -23%, -16%
Cc1ccc(C2c3[nH]c4ccccc4c3CCN2C(=O)c2cccc(C)c2)cc1 (stereo not given)
    3%, -18%, -22%, -1, 3%, -10%, ., -3%, -4%[60.1 µM]

Screening results (PubChem)
